TTR transcr act: increases transthyretin transcription; SH-SY5Y TTR promoter Gaussia luciferase, luminescence; 100% = recombinant luciferase protein wells; activation, % at 16.7 µM; actives 1.3% (n = 92,000);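 active means activation above the mean of all tested compounds plus 3 SD, cut at about 9.5% in these data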;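 further: cells exposed to compounds for one day before reading; 0% = median of all test compound wells on the plate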
Numbers without * were called inactive. This is a subset; count on the stated rates, not on these rows.

entry	mol	TTR transcr act
1	COc1ccccc1/C=C/C=N/NC(=O)CCn1nnc2ccccc21	-1.2
2	Cc1ccc(NC(=O)OC2CC3CC2[C@H]2CCCCN2C3)cc1 (stereo partly drawn)	-2.6
3	COc1ccc(CNC2CCC23CCC(C)CC3)cc1 (stereo not drawn)	3.3
4	COc1ccnc(Nc2cccc(C)c2)c1C#N	0.8
5	COc1ccc(/C=N/Nc2nncc3ccccc23)cc1	-1.6
6	CCOC(=O)CCCNC(=O)COC(=O)CCC(=O)c1ccc(F)cc1	-1.6
7	Cc1ccc(C)c(C(=O)CSc2nc(N)cc(=O)[nH]2)c1	1.6
8	Cc1c(CCO)sc[n+]1CC(=O)OC12CC3CC(CC(C3)C1)C2	8.0
9	Cn1cc(CN2CCC(C(O)CCc3ccccc3)CC2)c(-c2ccccc2F)n1 (stereo not drawn)	-1.9
10	CCCN1C(=O)c2cc(C(=O)Nc3ccc(OC)cc3OC)ccc2C1Nc1ccc(OC)cc1OC (stereo not drawn)	-1.3
11	COc1ccc(C(=O)NNC(=S)NC(=O)C(C)(C)C)cc1	-2.2
12	COc1cc(C)ccc1OCC(=O)OCC(=O)c1cc(C)n(CC2CCCO2)c1C (stereo not drawn)	0.1
13	Cc1ccc(NC(=O)C(C)N2CCCC2)cc1Cl (stereo not drawn)	-0.7
14	COc1ccc(-c2onc(C)c2-c2ccccc2)c(O)c1	-1.1
15	Cc1onc(-c2ccccc2)c1C(=O)N/N=C/c1cccc(O)c1	-0.6
16	CCOC(=O)[C@H]1[C@H]2COc3ccc(Br)cc3[C@@H]2N2C(=O)N(c3ccccc3)C(=O)[C@@]12C	0.9
17	CC1(C)CN(Cc2cccnc2)C(=O)[C@H]1CC(=O)Nc1ccc(Br)cc1	-0.7
18	O=[N+]([O-])c1ccccc1CNC(Cc1ccccc1)c1ccccc1 (stereo not drawn)	-0.5
19	CN(C)C(=O)C[C@@H]1CC[C@@H](NC(=O)C2CCC2)[C@@H](CO)O1	2.9
20	COc1cccc(C2(O)CCN(CC(=O)NCC3CC3)CC2)c1	0.0

Continued, starting with the last five of the part before.
entry	mol	TTR transcr act
16	CCOC(=O)[C@H]1[C@H]2COc3ccc(Br)cc3[C@@H]2N2C(=O)N(c3ccccc3)C(=O)[C@@]12C	0.9
17	CC1(C)CN(Cc2cccnc2)C(=O)[C@H]1CC(=O)Nc1ccc(Br)cc1	-0.7
18	O=[N+]([O-])c1ccccc1CNC(Cc1ccccc1)c1ccccc1 (stereo not drawn)	-0.5
19	CN(C)C(=O)C[C@@H]1CC[C@@H](NC(=O)C2CCC2)[C@@H](CO)O1	2.9
20	COc1cccc(C2(O)CCN(CC(=O)NCC3CC3)CC2)c1	0.0
21	Cn1c(=O)c2nc3ccccc3nc2n(C)c1=O	5.1
22	COc1cc(/C=N/NC(=O)c2sc(N)c(C#N)c2C)cc(Br)c1O	-1.1
23	Cc1cc(C)cc(OCC(=O)O/N=C(\N)c2cccnc2)c1	5.2
24	c1cnc(SCCOc2ccc3c(c2)CCC3)nc1	-3.0
25	Cn1c(=O)c2c(nc(CN3CCc4ccccc4C3)n2Cc2ccccc2F)n(C)c1=O	0.1
26	Cc1ccccc1-n1nnnc1SCc1ncc(-c2ccccc2)o1	-2.5
27	COc1ccc(CCNC(=O)CSCC(=O)Nc2ccccc2)cc1OC	7.0
28	C=CCn1c(Cc2csc(N)n2)nnc1SCC(=O)Nc1ccccc1C(F)(F)F	7.3
29	COC(=O)c1ccccc1NC(=O)c1cc2nc(C3CC3)cc(C(F)(F)F)n2n1	6.5
30	C/C(=N\NC(N)=O)c1ccccc1Cl	-2.2
31	C[n+]1c(-c2ccc(C=NNC(=O)c3ccc(C(=O)NN=Cc4ccc(-c5cn6ccccc6[n+]5C)cc4)cc3)cc2)cn2ccccc21	1.0
32	Cc1ccc(-c2ccc(/C=N/NC(=S)Nc3ccccc3)o2)cc1[N+](=O)[O-]	1.4
33	N#CC(c1nc2ccccc2nc1N1CCCC1)S(=O)(=O)c1ccccc1 (stereo not drawn)	-1.1
34	COc1cc(C(=O)NCCCn2ccnc2)cc(OC)c1OC	-0.6
35	CCN(C(=O)CN1C(=O)COc2ccc(S(=O)(=O)N3CCCCCC3)cc21)c1cccc(C)c1	-1.4
36	Cc1cc(Oc2ccccc2)nc(N)n1	1.3
37	O=C(Nc1cccc2ncccc12)c1ccccc1Cl	-1.4
38	CCOC(=O)c1cc(C#N)c(Oc2ccccc2)nc1-c1ccccc1	1.3
39	CCN1CCN(CCNC(=O)c2ccc3c(c2)N(Cc2ccc(F)cc2)C(=O)/C(=C/c2ccccc2)S3)CC1	-0.7
40	COc1cc(NC(=O)CN2C(=O)C(=O)N(C3CCCC3)C2=O)cc(OC)c1	1.0

Three of the entries above in order of the TTR transcr act value, lowest first:
entry	mol	TTR transcr act
23	Cc1cc(C)cc(OCC(=O)O/N=C(\N)c2cccnc2)c1	5.2
29	COC(=O)c1ccccc1NC(=O)c1cc2nc(C3CC3)cc(C(F)(F)F)n2n1	6.5
28	C=CCn1c(Cc2csc(N)n2)nnc1SCC(=O)Nc1ccccc1C(F)(F)F	7.3

Next part
entry	mol	TTR transcr act
41	O=C(Cn1c(=O)n(-c2ccccc2)c(=O)c2oc3ccccc3c21)Nc1ccccc1	3.0
42	OC(CNCc1ccccc1F)(c1ccc(F)cc1)c1ccc(F)cc1	-1.5
43	COc1cc(CNc2cc(C)ccc2C)cc(OC)c1OC	2.3
44	CC(C)C(=O)Nc1cccc(C(=O)Nc2cc([N+](=O)[O-])ccc2F)c1	3.8
45	COc1ccc(-c2cn(CCO)c(CCN)n2)cc1	-0.2
46	COC1CCCCC1Nc1cc(C)ccc1C (stereo not drawn)	0.1
47	CC(C)NC(=O)NC(=O)COC(=O)C1CCCN1C(=O)c1cccs1 (stereo not drawn)	-1.9
48	CCCSc1n[nH]c(NC(C)=O)n1	-2.5
49	N#CC1=C(Nc2ccccc2)SC=C(c2ccccc2)N=C1N1CCOCC1	2.5
50	O=C(NCc1cccc(C(F)(F)F)c1)c1csc([C@H]2C[C@H](O)[C@@H](CO)O2)n1	-0.7
51	Cc1ccc(-c2cc([C@H]3[C@@H]4C=CCC[C@@]4(C)C(=O)N3Cc3ccccc3)ccc2F)cc1	-1.3
52	CCOc1ccc(NC(=S)N2CCC(C(=O)c3ccc(OC)cc3)CC2)cc1	-2.6
53	COc1ccc(-c2nn(-c3ccccc3)cc2C=O)cc1[N+](=O)[O-]	1.2
54	COc1cc(/C=N/NC(=O)NC23CC4CC(CC(C4)C2)C3)ccc1OCC(N)=O	-2.5
55	C=C1[C@@H](CCO)N(S(=O)(=O)C(C)(C)C)C[C@@H]1C	4.4
56	CCOc1ccc(NC(=O)c2ccc(S(=O)(=O)N(C)C)cc2)cc1	-1.1
57	O=C(Nc1ncn[nH]1)c1c(Cl)ccc(Cl)c1Cl	1.5
58	COc1nc(Nc2cccc([N+](=O)[O-])c2)nc(OC)n1	8.3
59	COc1ccc(C(=O)NC(=S)N(CCC(C)C)c2c(N)n(Cc3ccccc3)c(=O)[nH]c2=O)cc1	0.0
60	COc1ccc(CCNC(=O)c2ccc([N+](=O)[O-])cc2Cl)cc1OC	26*

Further entries.
entry	mol	TTR transcr act
61	CC(C)(C)S(=O)N1Cc2cc(C(=O)N3CCc4ccccc4C3)nc(-c3cccc(-c4ccncc4)c3)c2[C@H]1CCO (stereo partly drawn)	-0.8
62	Cc1onc(-c2ccccc2Cl)c1C(=O)NNC(=O)c1ccccc1F	3.4
63	O=C(c1cccs1)N(Cc1ccco1)C1CCS(=O)(=O)C1 (stereo not drawn)	1.3
64	CCOc1ccc(CCN2C(=S)N([C@@H](Cc3ccc(O)cc3)CN3CCC[C@@H]3CN3C(=S)NC[C@@H]3CC(C)C)C[C@@H]2CC(C)C)cc1	1.5
65	Cc1ccc2nc(SCC(=O)N3CCN(c4ccccc4)CC3)[nH]c2c1	0.2
66	CC1(C)C(=O)OC(/C=C/c2cccc([N+](=O)[O-])c2)C(C)(C)C1=O (stereo not drawn)	4.4
67	CCCCCCNc1ccc(C(=O)OCC)cc1	-1.8
68	CC(C)(C)NC(=O)CN(CCN1CCOCC1)C(=O)CNS(=O)(=O)c1ccccc1	-1.4
69	CCN(CC)C(=O)CSc1nnc(-c2ccc(S(=O)(=O)N3CCOCC3)cc2)n1C	-0.7
70	Cc1cc(C(=O)COc2ccc(Br)cc2F)c(C)n1C1CC1	-0.1
71	CCC(=O)Oc1c(S(=O)(=O)c2ccc(C)cc2)c(C)nn1C(C)(C)C	-3.5
72	O=C(CCn1c(=O)sc2ccccc21)Nc1nc2ccccc2s1	9.2
73	Cc1[nH]c(C)c(S(=O)(=O)N2CCCCC2)c1C(=O)N1CCCC1	-1.7
74	CCOC(=O)c1cccnc1NC(=O)c1ccccc1	-1.9
75	CCOP(=O)(OCC)c1nc(-c2ccc(C)cc2)oc1N1CCOCC1	-0.5
76	Cc1cc(=O)oc2cc(OCC(=O)Nc3ccc(N4CCC(C)CC4)cc3)ccc12	1.6
77	Cc1nnsc1-c1c(C(=O)N2CCOCC2)c(C)nn1-c1ccc(Cl)cc1	-1.2
78	O=C(Nc1ccc(Cl)cc1)c1cc(S(=O)(=O)Nc2ccccn2)ccc1Cl	1.2
79	NC1=NC[C@H](c2ccccc2)N1CC1CCCCC1	15*
80	Oc1cnn(-c2ccccc2)c1	0.3

Later entries.
entry	mol	TTR transcr act
81	CCn1c(C)c(C(C)=O)cc(C#N)c1=O	2.2
82	CCOc1ccc2nc(COC(=O)c3ccco3)c(C(C)=O)[n+]([O-])c2c1	-0.5
83	O=C(N/N=C/c1ccccc1OC(F)F)C1=COCCO1	1.3
84	O=c1cc(CN2CCN(c3ccccn3)CC2)nc2sccn12	0.4
85	O=C1CC(N(O)C2CC(=O)N(Cc3ccccc3)C2=O)C(=O)N1Cc1ccccc1 (stereo not drawn)	-2.2
86	COCCCNC(=O)c1cc(-c2cccnc2)nc2ccccc12	0.8
87	COc1ccc(CCNC(=O)COC(=O)c2ccc(Br)o2)cc1OC	-2.3
88	CC1(C)Cc2c(sc(NC(=O)Cc3ccccc3)c2C#N)CO1	2.7
89	COC(=O)/C=C/c1ccccc1S(=O)(=O)N(Cc1ccccc1)Cc1ccco1	-3.1
90	O=C(CSc1nc(-c2ccc(F)cc2)nc2c1Cc1ccccc1O2)Nc1cccc(C(=O)O)c1	1.1
91	Cc1noc(C)c1COc1ccc(C(=O)Nc2ccccn2)cc1	0.3
92	O=[N+]([O-])c1ccc2c(c1)N([O-])C1(CCCCC1)[N+]2=O	0.3
93	CC(=O)COc1ccc2c3c(c(=O)oc2c1C)CCCCC3	-1.5
94	CN(Cc1ccccc1)c1ncnc2[nH]ncc12	-1.4
95	COc1cccc(CN2CCC2(C)C(=O)NCc2cccc(C(F)(F)F)c2)c1OC (stereo not drawn)	-0.6
96	CCOC(=O)C1(Cc2ccccc2C)CCCN(C(=O)c2sccc2C)C1 (stereo not drawn)	-0.5
97	COc1cc(-c2n[nH]c(=O)o2)cc(OC)c1OC	-0.5
98	CCCCCCC[C@H](N)[C@H](O)C(=O)N(C)[C@@H](CCS(C)=O)C(=O)N[C@@H](Cc1ccc(O)cc1)C(=O)O (stereo partly drawn)	-0.5
99	COc1cccc(NC(=O)c2nnn(CC(=O)Nc3cc(C)cc(C)c3)c2N)c1	1.9
100	COCCn1ccc(O)c(Cc2ccc(Cl)cc2)c1=O	1.8

(list continues)
entry	mol	TTR transcr act
101	CC(=O)OC1C(OC(C)=O)N(C(C)=O)C(=O)N1C(C)=O (stereo not drawn)	1.2
102	CC1CCCC(C)N1C(=O)Cn1cc(C#N)c2ccccc21 (stereo not drawn)	0.8
103	CCN(CC)CCN(CC(=O)N(C1CCCCC1)C1CCCCC1)C(=O)c1ccco1	-0.9
104	CC(Sc1nc2c([nH]c3ccccc32)c(=O)n1C)c1ccccc1 (stereo not drawn)	2.1
105	CSc1ccc(S(=O)(=O)N2CCC(C(=O)NC3CC3)CC2)cc1	18*
106	COc1ccc(NC(=O)C2CCCN(S(=O)(=O)c3cccnc3)C2)cc1 (stereo not drawn)	3.0
107	COc1ccc(CCNS(=O)(=O)c2ccc(F)cc2)cc1OC	-1.2
108	COc1ccccc1-n1c(Cc2cccs2)n[nH]c1=S	2.7
109	CCN(CC)C(=O)CSC1=C(C#N)C(c2ccco2)C(C(=O)OCCOC)=C(C)N1 (stereo not drawn)	-1.2
110	O=C(O)Cn1c2ccccc2c2ccccc21	-0.5
111	O=[N+]([O-])c1ccc(Cl)c(NC2=NCCCCC2)c1	-0.7
112	C/C(=N/N1CCN(Cc2ccccc2)CC1)c1ccc(Br)cc1	-0.1
113	COc1cc2c(cc1NC(=O)c1cc(-c3ccncc3)nc3ccc(C)cc13)oc1ccccc12	-0.4
114	O=C(Nc1ccn(Cc2c(F)c(F)c(F)c(F)c2F)n1)c1cccc(Cn2cc([N+](=O)[O-])cn2)c1	1.6
115	COc1ccc(C)cc1NC(=O)C(OC(=O)CNC(=O)c1ccc(Br)cc1)c1ccccc1 (stereo not drawn)	3.2
116	C[C@@H]1NS(=O)(=O)c2cc(Cl)ccc2O[C@@H]1c1ccccc1	0.2
117	CN(CCc1ccccn1)Cc1ccc(Cl)c(Cl)c1	0.8
118	CCN1CCN(S(=O)(=O)c2ccc(Cl)c(C(=O)NC3CC3)c2)CC1	8.1
119	CNC(=O)C(=O)Nc1cc2c3c(c1)C(C)C(=O)N3CCC2 (stereo not drawn)	0.5
120	CCOC(=O)Cc1csc(NC(=O)CSc2nnc(-c3ccc(NS(=O)(=O)CC)cc3)o2)n1	-2.7

The results go on:
entry	mol	TTR transcr act
121	CC(=O)c1cccc(NS(=O)(=O)c2ccc3c(c2)oc(=O)n3C)c1	-1.3
122	CN(C)c1ccc(/C=C(/C(=O)c2ccc(Cl)cc2Cl)n2cncn2)cc1	-1.3
123	CSc1nnc(CSCc2ccc(Cl)cc2Cl)n1-c1ccccc1	-0.6
124	Cn1c(SCC2CCCO2)nnc1-c1ccncc1 (stereo not drawn)	0.7
125	O=C(c1ccccc1C(=O)N1CCN(c2ccccc2)CC1)N1CCN(c2ccccc2)CC1	1.3
126	CCN(CC)c1ccc(NS(=O)(=O)c2ccc(OC)cc2)cc1	-1.2
127	O=C(Nc1cccc(C(F)(F)F)c1)c1ccccc1NC(=O)C1CCCCC1	-2.0
128	CCCNC(=O)NC(=O)CSc1nc(C)cs1	5.6
129	O=C1CSC(c2cccnc2)N1c1ccc(Cl)cc1 (stereo not drawn)	-3.3
